# High-throughput results from PubChem BioAssay.
# GAA glycogen = GAA glycogen-cleavage inhibition or activation | P10253 | recombinant GAA, glycogen substrate, Amplex Red glucose oxidase fluorescence | Potency, µM (titrated, usually from 76.4 µM), for the others: at the highest dose activity change, negative = inhibition, actives largely listed as inhibitors | actives 0.38% (n = 300,000);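 further: 0% = full enzyme reaction and -100% = no-enzyme basal signal; the screen sought inhibitors and activators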
#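 Recombinant human enzyme (4 nM); glycogen substrate; 37 C, 40 min, pH 5.0. Readout: coupled glucose oxidase/Amplex Red fluorescence.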
# HTT cytoprotect = protects HTT-Q103 PC12 cells, measured by ATP; PC12 HTT-Q103 induced, cytoprotection, ATP luminescence, 40 h; Potency, µM (top dose mostly 56.4 µM), inactives show cytoprotection (ATP increase), most hits filed as activators; actives 0.14% (n = 230,000); AID 1471;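 further: % of control where 0% means no effect; nearly all actives have a fitted effect of over 45% in size; toxic huntingtin expression switched on by the ecdysone agonist tebufenozide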
#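 ATP quantification (ATPlite) reports survival of PC12 cells in which tebufenozide, 100 nM final, switches on Htt exon 1 with 103 glutamines linked to GFP; compounds are titrated.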
# Active calls of the source: *; ? = inconclusive; . = not tested or not shown; [ ] = remark or other dose. The call rests on the fitted dose curve; in most records, active means well fitted curve in the direction sought with a large enough effect; inconclusive means small, poorly fitted or top-dose-only effect, or another doubt; inactive means no such curve, though single readings can be large; an effect the other way counts as inactive or inconclusive. Potency means the concentration at half of the fitted maximal effect. An excerpt; rates above refer to the full screens.
compound,GAA glycogen,HTT cytoprotect
C[N+]1(C)C2CC[C@H]1CC(OC(=O)[C@@H](CO)c1ccccc1)C2 (some centres not stated),.,11%[10 µM]
CN1CCC(O)(c2ccc(F)cc2)C(C(=O)c2ccc(F)cc2)C1 (configuration not stated),.,?
C=C1C/C(=C\C)C(=O)O[C@@H]2CCN3CC=C(COC(=O)[C@]1(C)O)[C@H]23,.,-37%[inhibitor]
COCC(=O)N(c1c(C)cccc1C)C(C)C(=O)OC (configuration not stated),.,-12%
C[C@@]12CC[C@H](O[C@@H]3O[C@H](CO)[C@@H](O)[C@H](O)[C@@H]3O)C[C@@H]1CC[C@H]1[C@H]2CC[C@@]2(C)[C@@H](C3=CCOC3=O)CC[C@]12O,.,9%[10 µM]
CCNCCC1(CC)C(=O)NC(=O)NC1=O,.,-14%[10 µM]
O=[As](O)(O)c1ccc2nc3cc([As](=O)(O)O)ccc3nc2c1,.,1%[10 µM]
CCOP(=O)(OCC)O/C(=C/Cl)c1ccc(Cl)cc1Cl,.,1%
Cn1c(CCCC(=O)O)nc2cc(N(CCCl)CCCl)ccc21,.,6%
CC(C)=CC1C(C(=O)OCN2C(=O)C3=C(CCCC3)C2=O)C1(C)C (configuration not stated),.,5%
COP(=S)(OC)Oc1ccc(Sc2ccc(OP(=S)(OC)OC)cc2)cc1,.,-4%
O=C1N[C@@]2(CN3CCC2CC3)C(=O)N1CN(Cc1ccccc1)c1ccccc1,.,-1%[10 µM]
FC(F)(F)c1nc2ccc(SSc3ccc4nc(C(F)(F)F)[nH]c4c3)cc2[nH]1,.,-7%[10 µM]
CC(C)[C@@]1(NC(=O)[C@H]2C[C@H]3c4cccc5[nH]cc(c45)C[C@@H]3N(C)C2)O[C@]2(O)[C@H]3CCCN3C(=O)[C@H](Cc3ccccc3)N2C1=O,.,8%[1.9 µM]
CO[C@H]1[C@@H](O)CC(OC2[C@@H](O)CC(OC3[C@@H](O)C[C@H](OC4CC[C@@]5(C)C(CCC6C5CC(O)[C@]5(C)[C@H](C7=CC(=O)OC7)CCC65O)C4)O[C@@H]3C)O[C@@H]2C)O[C@@H]1C (some centres not stated),.,20%
CC(C)C(=O)CP(=O)(O)O,.,2%[10 µM]
CC12CCC3C4CCC(=O)C(O)=C4CCC3C1CCC2OC(=O)CCC1CCCC1 (configuration not stated),.,18%
CCCC1CCCCN1 (configuration not stated),.,-22%
N#CC1(N2CCCCC2)CCCCC1,.,16%
COC[C@@H]1OC(=O)c2coc3c2[C@]1(C)C1=C(C3=O)[C@H]2CCC(=O)[C@]2(C)C[C@@H]1OC(C)=O,.,-21%[1.9 µM]
CN1C[C@@H](CS(=O)(=O)N(C)C)C[C@H]2c3cccc4c3c(cn4C)C[C@@H]21,.,6%[1.9 µM]
COP(=S)(OC)Oc1ccc(S(=O)(=O)N(C)C)cc1,.,18%
CCCN1CCc2cccc3c2[C@@H]1Cc1ccc(O)c(O)c1-3,.,6%[1.9 µM]
CC(=O)O[C@H]1CC[C@H]2[C@@H]3CCC4=CC(=O)CCC4=C3C=C[C@]12C,.,8%
Nc1nc(N)c(Cn2ccnc2)c(=O)[nH]1,.,1%[10 µM]
CCNC(=O)[C@@H]1O[C@@H](n2cnc3c(N)ncnc32)[C@@H](O)[C@H]1O,.,7%[1.9 µM]
Clc1ccc(C2(Cn3cncn3)OCCO2)c(Cl)c1,.,-35%
O=C(CCN1CC2CCC(CC2)C1)c1cccs1,.,10%[10 µM]
CC(C)c1ccc(C(c2c(O)c3ccccc3oc2=O)c2c(O)c3ccccc3oc2=O)cc1,.,-5%[10 µM]
CCOc1ccc2c3c1O[C@H]1[C@@H](O)C=C[C@H]4[C@@H](C2)N(C)CC[C@@]341,.,14%
CCCC[C@@H]1C[C@H]1C(NP(=O)(c1ccccc1)c1ccccc1)c1ccc(Cl)cc1 (some centres not stated),.,10%
C[C@@]12CC[C@H]3[C@@H](CCC4=C(O)C(=O)CC[C@]43C)[C@H]1CCC2=O,.,7%[1.9 µM]
C[C@@H]1[C@@H]2Cc3ccc(O)cc3[C@@]1(C)CCN2CC1CC1,.,?
COc1ccc2c(c1O)-c1cccc3c1[C@H](C2)N(C)CC3,.,0%[1.9 µM]
C[C@@H]1CC[C@@H]2N(C1)C[C@H]1[C@@](O)([C@H](O)C[C@]3(O)[C@H]4CC[C@H]5[C@]6(O)O[C@]4(C[C@]13O)[C@@]5(C)CC[C@@H]6O)[C@@]2(C)O,.,-22%[10 µM]
O=C(O)[C@H]1C2c3ccccc3C(c3ccccc32)[C@@H]1C(=O)NCC1CC1,.,-4%[10 µM]
CN1CCN(c2ccc([N+](=O)[O-])c3[nH]o[n+](=O)c23)CC1,.,-93%[inhibitor][10 µM]
CCCCCCC(=O)O[C@H]1CC[C@H]2[C@@H]3CCC4CC(=O)C=C(C)[C@]4(C)[C@H]3CC[C@]12C (some centres not stated),.,3%
C[C@@]12CC[C@H]3[C@@H](CC[C@@H]4C[C@H](O)CC[C@]43C)[C@H]1CC[C@H]2O,.,-16%[1.9 µM]
CN[C@H]1[C@H](C)O[C@@H](O[C@@H]2C/C=C(/C)C/C(C)=C\C=C/CC[C@@H](C)CNC(=O)/C=C\C=C/[C@H]2C)C[C@@H]1O,.,-88%[inhibitor][10 µM]
COC(=O)c1c(C)ccc2c(O)c3c(cc12)C(=O)c1c2c(cc(O)c1C3=O)[C@@]1(C)O[C@@](C)(O2)[C@@H](O)[C@H](N(C)C)[C@H]1O,.,-8%[10 µM]
N[C@H](Cn1cc(I)c(=O)[nH]c1=O)C(=O)O,.,-13%[1.9 µM]
CC(C)[C@@]1(NC(=O)[C@@H]2C=C3c4cccc5[nH]cc(c45)C[C@@H]3N(C)C2)O[C@]2(O)[C@H]3CCCN3C(=O)[C@H](Cc3ccccc3)N2C1=O,.,-6%[1.9 µM]
C[C@]12CC[C@H](O)C[C@@H]1CC[C@H]1[C@H]2CC[C@]2(C)[C@H](C(=O)CO)CC[C@@H]12,.,5%[1.9 µM]
O=c1[nH]cc(N(CCCl)CCCl)c(=O)[nH]1,.,-33%
CC(C)NS(=O)(=O)c1ccc(OCC(=O)N2CCN(Cc3ccccc3)CC2)cc1,.,-24%[0.074 µM]
C[C@@]12CCC[C@](C)(C(=O)O)[C@@H]1CCc1ccc(O)cc12,.,-6%
NC(N)=NCCN=C(N)N,.,-12%[10 µM]
CCN1C[C@]2(C)CC[C@@H](O)[C@]34[C@@H]5CC6[C@@H](OC)C[C@@](O)([C@H]5[C@@H]6O)[C@@H](C[C@@H]23)[C@H]14,.,-4%[1.9 µM]
CCCCNCC(O)c1ccc(O)cc1 (configuration not stated),.,57%
C=CCN1CC[C@]23c4c5ccc(O)c4O[C@@H]2/C(=N/NC(=O)c2ccccc2)CC[C@@]3(O)[C@H]1C5,.,6%[1.9 µM]
Cc1nnc2n1-c1ccc(Cl)cc1C(c1ccccc1Cl)=NC2,.,46%
O=C(CCl)c1ccc(Oc2ccc(C(=O)CCl)cc2)cc1,.,-22%
CCCC(=O)OC(C(Cl)(Cl)Cl)P(=O)(OC)OC (configuration not stated),.,2%
C#CCN[C@@H](C)Cc1ccccc1,.,25%[1.9 µM]
CC(C)(N)Cc1ccc(Cl)cc1,.,-30%
COc1ccc(C[C@@H]2NC[C@H](O)[C@H]2OC(C)=O)cc1,.,-75%[inhibitor]
CC[C@@H]1CN2CC[C@@H]1C[C@H]2[C@@H](O)c1ccnc2ccc(OC)cc12,.,27%
C[C@]12CCC(=O)C(O)=C1CC[C@@H]1[C@H]3CCC(=O)[C@@]3(C)CC[C@@H]12,.,12%
CCn1cnc2c(Nc3cccc(Cl)c3)nc(N[C@@H]3CCCC[C@H]3N)nc21,.,-59%[inhibitor][1.9 µM]

# Next records
# Each structure is followed by: GAA glycogen, HTT cytoprotect
- CC[C@]1(O)CC[C@H]2[C@@H]3CCC4=CCCC[C@@H]4[C@H]3CC[C@@]21C
→ ., -70%[inhibitor]
- CC[C@@H]1[C@@H]2Cc3ccc(O)cc3[C@@]1(CC)CCN2C
→ ., 20%[10 µM]
- CN(C)CCCNc1c2c(nc3ccc(Cl)cc13)CCCC2
→ ., ?
- O=C1C[C@@H]2OCC=C3CN4CC[C@]56c7ccccc7N1[C@H]5[C@@H]2[C@H]3C[C@@H]46
→ ., 1%
- CCCCCc1cc(O)c2c(c1)OC(C)(C)C1CC=C(C)CC21 (configuration not stated)
→ ., -3%
- CCc1ccc(CCN2CCCCC2)nc1
→ ., 10%[10 µM]
- COc1cc2c(cc1O)CCN[C@H]2C
→ ., 2%
- CSCC[C@@H](N)P(C)(=O)O
→ ., 4%[10 µM]
- O=CN1C[C@H]2C[C@@H](C1)c1cccc(=O)n1C2
→ ., 5%
- C[C@@]12CC[C@H]3[C@@H](CC[C@H]4C[C@@H](O)CC[C@]43C)[C@H]1CC[C@@H]2C(=O)C[C@H](O)C(F)(F)F
→ ., 11%[10 µM]
- Oc1cc[c]([Hg][Cl])cc1
→ ., -99%[inhibitor]
- OC[C@H]1CCCN2CCCC[C@@H]12
→ ., 8%
- CC(C)(O)[C@H]1[C@H]2OC(=O)[C@@H]1[C@]1(O)C[C@H]3O[C@]34C(=O)O[C@H]2[C@]14C (tested in a mixture with another compound)
→ ., 11%[1.9 µM]
- O=[As](O)(O)c1ccc(N=Nc2ccc([As](=O)(O)O)cc2)cc1
→ ., -8%[10 µM]
- O=C1CCCCC1CN1CCCCC1 (configuration not stated)
→ ., 19%

# 7 entries already listed, arranged by SMILES length, descending:
# Each structure is followed by: GAA glycogen, HTT cytoprotect
- C[C@@]12CC[C@H]3[C@@H](CC[C@H]4C[C@@H](O)CC[C@]43C)[C@H]1CC[C@@H]2C(=O)C[C@H](O)C(F)(F)F
→ ., 11%[10 µM]
- CC(C)(O)[C@H]1[C@H]2OC(=O)[C@@H]1[C@]1(O)C[C@H]3O[C@]34C(=O)O[C@H]2[C@]14C (tested in a mixture with another compound)
→ ., 11%[1.9 µM]
- O=[As](O)(O)c1ccc(N=Nc2ccc([As](=O)(O)O)cc2)cc1
→ ., -8%[10 µM]
- CC[C@@H]1[C@@H]2Cc3ccc(O)cc3[C@@]1(CC)CCN2C
→ ., 20%[10 µM]
- CCCCCc1cc(O)c2c(c1)OC(C)(C)C1CC=C(C)CC21 (configuration not stated)
→ ., -3%
- OC[C@H]1CCCN2CCCC[C@@H]12
→ ., 8%
- CSCC[C@@H](N)P(C)(=O)O
→ ., 4%[10 µM]

# The list goes on:
# Each structure is followed by: GAA glycogen, HTT cytoprotect
- COc1ccc(C[C@@H](N)c2ccc(OC)cc2)cc1
→ ., 0%[10 µM]
- CCCOC(=O)[C@@H]1[C@@H](C(=O)O)[C@H]2CC[C@@H]1O2
→ ., -15%[10 µM]
- CC(C)c1ccc(C(O)(C(=O)O)c2ccc(C(C)C)cc2)cc1
→ ., -7%[10 µM]
- CC(=O)c1cn(Cc2ccccc2F)c2ccccc12
→ -6%[76.3 µM], .
- O=C(c1ccccc1F)N1CCC2(CC1)OCCO2
→ 2%, .
- Cc1cc(C)c(C(=O)N2CCC3(CC2)OCCO3)c(C)c1
→ 1%[76.3 µM], .
- CC1CCCCC1NC1CCN(C)CC1 (configuration not stated)
→ 3%[76.3 µM], .
- CN(CCc1ccccc1)Cc1c[nH]c2ccccc12
→ -9%[76.3 µM], .
- O=[N+]([O-])c1ccc(N2CCCC(C(F)(F)F)C2)c2ccncc12 (configuration not stated)
→ 2%[76.3 µM], .
- CCOc1cc2c(cc1OCC)-n1cccc1C(c1ccc(C)cc1C)NC2 (configuration not stated)
→ -5%, .
- COc1cccc(CN2CCN(Cc3cccc(F)c3)CC2)c1
→ 8%[76.3 µM], .
- O=C1Nc2cc(C(=O)N3CCC4(CC3)OCCO4)ccc2NC1CSCc1cccc(F)c1 (configuration not stated)
→ -17%[76.3 µM], .
- Cn1cc(Br)c(C(=O)Nc2ccc3c(C(F)(F)F)cc(=O)oc3c2)n1
→ -2%[76.3 µM], .
- O=C(O)C(O)(c1ccccc1)C1CCCCC1 (configuration not stated)
→ -7%[76.3 µM], .
- CCn1cc(C=C2C(=O)N(C)C(=O)N(C)C2=O)c2ccccc21
→ -3%[76.3 µM], .

# Full records, quoted from the list.
# CCOc1cc2c(cc1OCC)-n1cccc1C(c1ccc(C)cc1C)NC2 (configuration not stated) in the list: GAA glycogen = -5%; HTT cytoprotect = .
# CC(C)c1ccc(C(O)(C(=O)O)c2ccc(C(C)C)cc2)cc1 in the list: GAA glycogen = .; HTT cytoprotect = -7%[10 µM]
